M4 antag: blocks acetylcholine activation of human M4 receptor. 0.73% of 360,000 active. CHO-hM4 cells, ACh EC80, Fluo-8 calcium fluorescence. inhibition, % at 3 µM;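 active = inhibition above its plate's cutoff, the mean inhibition of sample wells plus 3 SD, cut at about 27% in these data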;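 note: 0% = acetylcholine EC80 with DMSO and 100% = DMSO without agonist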
Target sequence (P08173 whole entry, looked up): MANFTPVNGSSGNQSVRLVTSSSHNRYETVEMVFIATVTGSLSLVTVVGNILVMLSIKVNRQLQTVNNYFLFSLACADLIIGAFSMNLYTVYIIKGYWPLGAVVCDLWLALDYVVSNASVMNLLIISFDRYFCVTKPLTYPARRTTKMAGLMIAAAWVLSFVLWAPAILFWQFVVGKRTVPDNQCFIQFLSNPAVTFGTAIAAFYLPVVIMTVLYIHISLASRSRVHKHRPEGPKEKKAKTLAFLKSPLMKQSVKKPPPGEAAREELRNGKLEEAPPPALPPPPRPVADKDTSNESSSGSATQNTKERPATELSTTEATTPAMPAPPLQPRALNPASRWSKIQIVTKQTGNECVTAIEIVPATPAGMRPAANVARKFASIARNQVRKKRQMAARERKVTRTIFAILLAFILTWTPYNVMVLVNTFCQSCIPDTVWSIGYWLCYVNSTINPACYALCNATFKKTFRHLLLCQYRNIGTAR
M5 PAM: positive allosteric modulators of human muscarinic M5 receptor; AID 624038; P08912; 0.3% of 360,000 active; CHO-K1 hM5, Fluo-8 calcium, ACh EC20 PAM; 0% = ACh EC20, 100% = ACh EC100; activation, % at 3 µM;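 active = activation above the run cutoff, the mean activation of all test compounds plus 3 SD, cut at about 18% in these data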
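Test system: CHO-K1 hM5 cells / Doses: single-point, 3 µM nominal / Times: Post-acetylcholine fluorescence recording 140 s / Technique: Fluo-8 calcium fluorescence / Measure: Max/basal fluorescence ratio as % of EC20–EC100 ACh window / Benchmarks: low control EC20 acetylcholine (0%), high control EC100 acetylcholine (100%) / Replicates: one well per compound, no replicates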
M5 antag: antagonists of human muscarinic M5 receptor (CHRM5); inhibition, % at 3 µM; CHO-hM5 cells, Fluo-8 calcium fluorescence, ACh EC80; AID 624040; 0.59% of 360,000 active; P08912;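 active = inhibition above a per-plate cutoff, the mean of that plate's test compounds plus 3 SD, cut at about 27% in these data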;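 note: 0% = acetylcholine EC80 with DMSO and 100% = DMSO without agonist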
M4 PAM: CHRM4 positive allosteric modulation | CHO-K1 hM4/Gqi5, Fluo-8 calcium fluorescence, ACh EC20; 0% = ACh EC20, 100% = maximal ACh | activation, % at 3 µM | 0.4% of 360,000 active | AID 624126;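 active = activation above its plate's cutoff, the mean activation of sample wells plus 3 SD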; note: some results filed as inactive read as strong as hits
CRFBP-R2 agonist: agonists of human CRF-binding protein/CRF-R2 receptor complex; HEK293 CRF-R2/CRF-BP, calcium dye fluorescence (FLIPR); percent of saturating CRF peptide response; activation, % at 13.2 µM; 0.46% of 350,000 active;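 active = activation of at least 50%, plus an integration ratio under a set limit after plate pattern correction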;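 note: plate controls were neutral control wells without compound for no effect and CRF at EC100 for full effect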
CHRM4 agonist: CHRM4 agonism in calcium assay. 0.14% of 360,000 active. CHO-K1 hM4/Gqi5, Fluo-8 calcium fluorescence; vehicle 0%, full acetylcholine response 100%. activation, % at 3 µM;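 active = activation above the run mean over all test wells plus 3 SD, cut at about 32% in these data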;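 note: peak over basal fluorescence ratio per well then scaled between controls; 0% = DMSO wells and 100% = acetylcholine at EC100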
CHRM5 agonist: agonists of human muscarinic M5 receptor (CHRM5) | CHO-K1 hM5 cells, Fluo-8 calcium fluorescence; 0% DMSO wells, 100% maximal acetylcholine response | activation, % at 3 µM | 0.19% of 360,000 active;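 active = activation above the run's mean over test compounds plus 3 SD, cut at about 23% in these data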;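 note: signal is peak over basal fluorescence ratio across the kinetic read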
M1 PAM: human CHRM1 positive allosteric modulation. P11229. CHO-K1 hM1, Fluo-8 calcium fluorescence, ACh EC20; 0% = ACh EC20, 100% = maximal ACh. activation, % at 3 µM. 0.088% of 360,000 active; in the data active = activation above about 19%, passing the limit was not always enough
Target sequence (P11229 whole entry, looked up): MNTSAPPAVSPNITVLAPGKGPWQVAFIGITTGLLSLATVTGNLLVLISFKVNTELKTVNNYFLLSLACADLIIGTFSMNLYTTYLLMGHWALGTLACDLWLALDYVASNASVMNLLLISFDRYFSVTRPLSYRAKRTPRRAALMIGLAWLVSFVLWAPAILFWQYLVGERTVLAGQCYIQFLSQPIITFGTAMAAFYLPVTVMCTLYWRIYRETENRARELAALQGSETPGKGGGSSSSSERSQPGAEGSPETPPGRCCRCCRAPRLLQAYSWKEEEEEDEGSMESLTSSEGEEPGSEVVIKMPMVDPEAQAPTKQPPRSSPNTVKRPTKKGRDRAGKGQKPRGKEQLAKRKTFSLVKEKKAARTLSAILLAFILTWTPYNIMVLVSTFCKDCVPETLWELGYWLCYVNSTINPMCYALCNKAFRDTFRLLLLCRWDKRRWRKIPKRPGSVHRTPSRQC
CHRM1 antagonist: antagonists of human M1 muscarinic receptor. CHO-K1 hM1, Fluo-8 calcium fluorescence, ACh EC80 antagonist. P11229. 1.3% of 360,000 active. inhibition, % at 3 µM. AID 588852;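 active = percent inhibition above its own plate's cutoff, namely the mean of that plate's compound wells plus 3 SD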;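 note: peak over basal fluorescence ratio during 140 s after agonist addition; 0% = ACh EC80 plus DMSO and 100% = DMSO alone without agonist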
Starred values were filed as active, the others as inactive; . = not tested or not shown.

SMILES	M4 antag	M5 PAM	M5 antag	M4 PAM	CRFBP-R2 agonist	CHRM4 agonist	CHRM5 agonist	M1 PAM	CHRM1 antagonist
N=c1nc(N)nc2n1NC(c1ccc(F)cc1)=CS2	-6.4	5.8	-9.6	5.6	-2.5	2.1	6.5	1.1	-3.3
CCOC(=O)N1CCC(N2C(=O)c3ccccc3C2Nc2ccc3c(c2)OCCO3)CC1 (centres undefined)	4.2	-8.7	4.8	0.7	-0.5	2.8	0.7	-4.9	-3.5
O=C(Cn1nnc2ccccc2c1=O)N[C@@H](Cc1c[nH]c2ccccc12)C(=O)O	-1.8	6.7	-3.6	-3.1	-0.2	0.6	-0.7	12.2	-8.7
COc1ccc(CN(CC(=O)NCc2ccccc2)C(=O)c2csnn2)cc1	6.6	1.9	4.5	-6.1	-1.3	1.4	-0.4	8.1	-13.3
O=C(CSc1nc2ccccc2c(=O)n1Cc1ccccc1)NCc1ccco1	-12.4	2.4	4.0	6.1	-0.2	5.7	1.0	4.2	-1.4
O=C(NCc1nnc(SCC(=O)N2CCCc3ccccc32)n1-c1ccccc1)c1cccc2ccccc12	0.3	-10.5	12.3	-5.5	0.6	8.0	0.2	-11.7	27.0
C=CCn1c(=NC(=O)c2cccc(N3C(=O)CCC3=O)c2)sc2cccc(OC)c21	8.0	-7.7	2.0	-33.3	1.3	11.7	2.2	-3.2	10.4
Cc1ccc(/C=N\NC(=O)c2ccc3c(c2)OCO3)o1	-9.9	-5.0	2.0	7.7	0.3	1.5	-3.2	4.9	-11.9
Cc1nc(-c2coc3cc(OCC(=O)O)ccc3c2=O)cs1	2.2	-5.3	8.3	4.0	-0.2	0.7	0.2	-2.0	3.1
O=C(Nc1ccccc1)N1CCC(O)(c2cccc(C(F)(F)F)c2)CC1	-17.0	5.8	-2.4	1.2	0.9	7.5	2.1	4.3	-8.2
CCOc1ccc(CCNC(=O)c2cccc(N3CCCC3=O)c2)cc1OCC	-0.3	-8.0	2.8	-2.8	0.0	4.4	0.7	1.0	4.3
CC1(C)COC(c2ccc(F)c([N+](=O)[O-])c2)=N1	5.5	-2.7	-1.2	2.7	0.5	0.9	-1.4	8.4	-12.6
Cc1ccc(-n2ncc3c(SCc4ccccc4)ncnc32)cc1	-7.9	-1.4	-7.2	2.2	5.5	0.4	-1.0	3.8	-8.5
CC(C)CCN1CCC(CN2C(=S)NC[C@@H]2Cc2ccccc2)CC1	-1.9	-2.0	-2.3	-0.8	-2.0	0.7	-3.7	-5.3	5.7
CN1CCC(N(C)S(=O)(=O)c2ccc(NC(=O)Cc3ccc(F)cc3)cc2)CC1	-10.5	2.5	6.0	9.3	-1.0	1.4	0.4	9.6	1.2
O=C(NNS(=O)(=O)c1ccc(Cl)cc1)NC1CCCCC1	-16.1	-5.0	-2.0	3.6	-0.1	2.5	-4.0	-8.0	-20.6
CC(C)[C@H](NC(=O)NCc1cccs1)C(=O)O	-1.0	-1.8	-4.7	9.1	3.5	1.0	1.6	7.2	1.5
COc1ccc2c(c1)[C@]1(C[C@H](O)CO1)C(=O)N2C	-11.2	0.9	-6.3	-12.7	.	4.6	0.6	.	.
C1=C(c2ccccc2)CCN(c2nc3ccccc3n3cnnc23)C1	-3.9	-4.6	7.3	-3.2	3.8	4.3	1.5	7.6	-10.8
CC(C)(C)C1COc2ccccc2N1C(=O)c1ccccc1Cl (centres undefined)	6.7	-0.5	9.3	-2.7	56.9*	3.2	-2.8	3.0	-2.7
O=C(CN1CCN(c2ccc([N+](=O)[O-])cc2Cl)CC1)N1CCOCC1	0.9	-7.4	2.4	-1.3	-1.4	2.0	-0.9	-5.0	12.2
CC(=O)Nc1cncc(-c2ccc(CN(C)C)cc2)n1	-9.5	-1.4	0.6	4.2	.	0.8	2.0	-6.1	14.6
CCCCNC(=O)CSc1nc2ccsc2c(=O)n1CCCC(=O)NCCc1ccc(S(N)(=O)=O)cc1	-0.7	3.4	4.5	1.6	-0.1	0.6	-2.3	7.3	-2.4
CCOc1cccc(-c2nnc3sc(-c4cccs4)nn23)c1	2.6	-0.7	-1.1	2.5	-1.2	0.0	-0.7	2.0	-0.9
COc1ccc(CC(NC(C)=O)C(=O)NC2CCN(c3ncccc3[N+](=O)[O-])CC2)cc1 (centres undefined)	10.7	1.0	11.7	-0.2	-1.6	1.4	1.2	6.4	-2.7
COc1ccc(N(C(=O)CNC(=O)c2cccs2)C(C(=O)NCC2CCCO2)c2ccccc2)cc1 (centres undefined)	-0.9	-11.7	3.3	7.3	-0.9	8.7	-0.9	1.6	-6.5
Cc1ccc(NC(=S)NC(=O)C2CCCC2)c(Br)c1	1.9	-8.6	8.8	-1.5	2.5	-1.1	-7.1	-3.5	3.8
O=C(NCC1CCCCC1)c1cccnc1	-3.6	6.7	6.1	3.7	-1.5	0.7	0.2	10.5	-13.9
Cc1ccc(N/C=C/c2onc(C)c2[N+](=O)[O-])cc1	-7.5	-0.6	11.1	10.2	8.0	0.4	-0.4	2.6	-6.5
O=C(Nc1cccc(Cl)c1)C1C2C=CC3(O2)C1C(=O)N(CCCN1CCCCC1)C3C(=O)NC1CCCCC1 (centres undefined)	3.1	1.5	10.8	0.7	-0.6	-0.1	-2.7	-1.3	9.6
Cc1nc(Cl)c(Cl)n1CCOc1ccccc1	0.3	-3.9	9.5	-2.4	-1.9	1.1	-19.4	-1.4	0.8
COC(=O)c1nc2nc(-c3cccs3)cc(C(F)(F)F)n2n1	2.2	0.8	5.2	5.5	-3.2	0.8	-1.9	7.7	-4.0
COCCNC(=O)C1Cc2c(-c3cccc(NC(C)=O)c3)ccnc2O1 (centres undefined)	-10.4	1.8	6.8	9.0	.	0.3	0.7	6.9	-12.6
COc1ccc(N2CCN(CCCNC(=O)C(=O)c3c[nH]c4ccccc34)CC2)cc1	16.4	-3.4	7.6	-7.4	1.5	3.5	-1.6	-8.9	10.6
O=C(NCCc1c[nH]c2ccccc12)OCCSS(=O)(=O)O	-8.2	-0.5	11.9	3.0	-0.7	1.2	2.1	11.2	-2.7
CCN(Cc1ccccc1)S(=O)(=O)c1ccc(C(=O)N(CCCN(C)C)c2nc3ccc(F)cc3s2)cc1	-15.3	0.4	0.7	-5.1	3.0	14.9	-3.7	3.3	-5.9
CC1CN(Cc2nc3c(c(=O)[nH]c(=O)n3C)n2CC(N)=O)CC(C)O1 (centres undefined)	4.2	-6.4	-0.3	-5.5	-0.2	0.3	3.2	-4.0	8.5
CC(=O)N(c1nnc(-c2cccc(C)c2)s1)C1CCCC1	4.6	5.1	6.6	3.2	-6.0	-1.4	-0.7	12.7	-2.9
O=C(O)c1cccc(NC2=C(N3CCOCC3)C(=O)c3ccccc3C2=O)c1	-7.3	11.2	-2.7	5.5	1.6	0.5	3.3	16.7	-18.1
CCCc1nc2nc(C)c(NS(=O)(=O)c3ccc(Cl)cc3)c(=O)n2[nH]1	4.8	-1.0	11.0	-2.6	-0.2	0.0	-2.5	9.1	-13.7
CCn1c(SCC(=O)Nc2nc(-c3ccccc3)cs2)nc2c1c(=O)n(C)c(=O)n2C	1.2	-6.3	11.2	4.5	1.9	2.1	-2.5	1.9	1.6
COc1ccc(C(=O)C[n+]2ccc3c(c2)nc(-c2cc(OC)c(OC)cc2OC)n3C)cc1	6.0	-0.8	-0.1	6.6	0.3	0.6	-2.8	-4.5	7.7
Cc1ccc(NS(=O)(=O)c2ccccc2)c([N+](=O)[O-])c1	-2.9	3.8	11.8	2.4	-3.1	0.5	-7.4	-2.5	-5.0
CCc1nc2c(OCC(=O)c3ccc(F)cc3)cccn2c1N(C)C(=O)c1ccc(OC)cc1	0.4	-2.1	9.1	-3.9	.	3.2	-1.5	10.0	-20.5
COc1ccc(CNC(=O)c2ccc(Cn3nc(C)c([N+](=O)[O-])c3C)o2)cc1	5.1	-6.1	12.2	-8.9	2.9	8.2	0.6	3.5	8.5
COc1cccc(CNc2nc3cc(-c4ccccc4C)sc3c(=O)n2C)c1	-24.5	4.0	-5.0	13.7	.	0.5	-1.4	23.9	-22.4
COc1ccc(C(=O)OCC(=O)Nc2cc(C)c(C)cc2[N+](=O)[O-])cc1	1.9	-1.6	3.1	-3.7	0.7	0.6	1.1	-4.1	1.0
COc1ccc(/C=N\NC(=O)c2ccccc2[N+](=O)[O-])cc1COc1c(F)c(F)c(F)c(F)c1F	-3.0	-1.9	2.5	0.7	0.3	-1.0	-4.0	-1.9	12.0

Exported as labelled records: part of the list above.
COc1ccc(CN(CC(=O)NCc2ccccc2)C(=O)c2csnn2)cc1
  M4 antag = 6.6
  M5 PAM = 1.9
  M5 antag = 4.5
  M4 PAM = -6.1
  CRFBP-R2 agonist = -1.3
  CHRM4 agonist = 1.4
  CHRM5 agonist = -0.4
  M1 PAM = 8.1
  CHRM1 antagonist = -13.3

O=C(NNS(=O)(=O)c1ccc(Cl)cc1)NC1CCCCC1
  M4 antag = -16.1
  M5 PAM = -5.0
  M5 antag = -2.0
  M4 PAM = 3.6
  CRFBP-R2 agonist = -0.1
  CHRM4 agonist = 2.5
  CHRM5 agonist = -4.0
  M1 PAM = -8.0
  CHRM1 antagonist = -20.6

Carrying on.
SMILES	M4 antag	M5 PAM	M5 antag	M4 PAM	CRFBP-R2 agonist	CHRM4 agonist	CHRM5 agonist	M1 PAM	CHRM1 antagonist
COc1ccc(CNC(=O)c2sc(=O)n(Cc3ccc(C)cc3)c2C)cc1	-4.5	-5.4	-2.9	-2.0	.	8.2	6.1	7.3	-10.7
CCCCCCCCN1[C@@H](CC(=O)OCC)c2cc(C(F)(F)F)ccc2S1(=O)=O	-3.1	-5.2	7.0	-0.4	2.6	0.6	-6.5	-4.0	14.3
Brc1ccccc1OCCCCCN1CCOCC1	-1.6	-6.3	-8.5	-8.6	-1.9	2.1	-8.3	-12.1	24.3
COc1cc(C2C(C#N)=C(N)Oc3n[nH]c(-c4ccncc4)c32)cc(OC)c1OC (centres undefined)	-15.2	0.1	-15.5	2.3	3.1	0.4	0.9	4.8	-8.4
NC(=O)c1nc(-c2cccs2)nc2c1[nH]c(=O)n2-c1ccc(F)cc1	-1.7	-1.4	4.5	-2.1	-0.7	-0.3	1.8	5.6	-8.7
CC(=O)c1ccc(N2CCN(CC(O)COC(c3ccccc3)c3ccccc3C)CC2)cc1 (centres undefined)	81.0*	-16.2	31.7*	-23.2	-2.7	12.5	-5.8	-32.9	101.2*
C[C@@H]1CN([C@H](C)CO)S(=O)(=O)c2ccc(Br)cc2O[C@H]1CN(C)C(=O)Cc1ccccn1	-5.7	-5.5	2.6	0.3	0.5	7.2	2.2	-2.2	6.1
Cc1cc(Cl)nc2ccc(Cc3ccc4nc(Cl)cc(C)c4c3)cc12	-8.3	-1.9	3.5	-4.5	1.2	1.9	-1.7	-3.0	6.3
O=C(c1cccc(OCc2ccccc2)c1)N1CCOCC1	1.9	7.7	2.5	-2.7	-2.0	0.4	3.0	8.5	-5.5
O=C(c1cccc(-n2cnnn2)c1)N1CCOCC1	12.7	6.5	-5.8	11.8	0.7	1.1	1.8	16.0	-16.1
CN1CCC(OC(=O)c2ccco2)CC1	4.6	-28.3	11.5	-20.5	-1.0	9.5	-16.3	-16.5	26.6

Screens: PubChem BioAssay, several laboratories
